# Source: PubChem
# RBX1-CUL1 inh = inhibitors of human ROC1-CUL1 ubiquitin ligase activity; in vitro K48 di-Ub FRET, acceptor:donor ratio, 45 min; inhibition, % at 10 µM; 0.6% of 140,000 active; AID 1347404, 2020; in the data active = inhibition above about 25%
# Target sequence (P62877 whole entry, looked up): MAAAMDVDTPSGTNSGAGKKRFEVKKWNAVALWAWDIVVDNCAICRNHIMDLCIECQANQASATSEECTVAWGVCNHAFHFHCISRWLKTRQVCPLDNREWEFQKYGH
# Target sequence (Q13616 whole entry, looked up): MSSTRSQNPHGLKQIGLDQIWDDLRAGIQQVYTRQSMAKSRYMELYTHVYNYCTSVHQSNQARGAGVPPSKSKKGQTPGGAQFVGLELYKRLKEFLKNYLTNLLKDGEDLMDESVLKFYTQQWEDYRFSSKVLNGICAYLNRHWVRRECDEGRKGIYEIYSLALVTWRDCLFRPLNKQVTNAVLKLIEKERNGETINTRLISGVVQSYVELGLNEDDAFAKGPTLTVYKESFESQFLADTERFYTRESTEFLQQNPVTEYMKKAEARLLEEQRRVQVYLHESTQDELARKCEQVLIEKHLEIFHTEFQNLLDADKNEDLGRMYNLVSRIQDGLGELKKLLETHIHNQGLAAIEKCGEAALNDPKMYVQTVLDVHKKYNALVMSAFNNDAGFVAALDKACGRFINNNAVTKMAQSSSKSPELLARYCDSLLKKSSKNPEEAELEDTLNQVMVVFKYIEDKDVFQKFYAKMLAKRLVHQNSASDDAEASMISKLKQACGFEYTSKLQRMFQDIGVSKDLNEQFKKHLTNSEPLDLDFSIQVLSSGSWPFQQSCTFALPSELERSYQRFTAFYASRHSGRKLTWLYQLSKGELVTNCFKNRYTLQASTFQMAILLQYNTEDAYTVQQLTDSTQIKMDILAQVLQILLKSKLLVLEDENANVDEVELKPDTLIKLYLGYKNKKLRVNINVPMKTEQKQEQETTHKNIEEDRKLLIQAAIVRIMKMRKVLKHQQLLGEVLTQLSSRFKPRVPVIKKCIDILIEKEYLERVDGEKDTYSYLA
# An asterisk follows results filed as active; & = joins results of further samples. Some of the compounds tested (hit frequency here may not be typical).
mol,RBX1-CUL1 inh
O=C1C2C3C=C(Cl)C(c4ccccc43)C2C(=O)N1c1cccc(Br)c1 (stereo not given),2.7
CC(=O)N1CCN(c2ccc(NCc3ccc(Br)cc3)cc2)CC1,2.0
CCCC(Oc1ccc(OC)cc1)C(=O)N/N=C/c1ccc(N(C)C)cc1 (stereo not given),1.2
CCOC(=O)c1nn(-c2ccc(Cl)cc2C)c2ccccc2c1=O,10.2
COc1ccc(NC(=O)COC(=O)c2ccccc2N)cc1,2.8
COc1ccccc1NC(=O)C1C(C)=Nc2nnnn2C1c1cccc(OCc2ccccc2)c1 (stereo not given),9.3
COc1ccc(CCNC(=O)c2cc3c(=O)n4ccccc4nc3n2C)cc1,-6.3
CCc1cccc(NC(=O)CN2CCCN(Cc3cccc(C)c3)S2(=O)=O)c1,-6.1
CCOC(=O)N(Cc1ccc(Cl)cc1)C(=O)CC#N,-9.8
FC(F)(F)c1cnc(OCc2nnc(-c3ccccc3)o2)c(Cl)c1,2.4
CCN(Cc1ccccc1)C(=O)Cn1c(=O)oc2cc(S(=O)(=O)N3CCCCCC3)ccc21,-4.7
CCn1c2ccccc2n2c(SCC(=O)O)nnc12,-1.8
CN1CCC2(CC1)C1CN(C)CC=C1C(C#N)C(=N)C2(C#N)C#N (stereo not given),0.7
COc1ccccc1CC(=O)N1CCC(C(Cc2ccccc2)N(C)C(=O)Cn2cccn2)CC1 (stereo not given),3.7
O=C(CSc1nc(-c2ccccc2)cc(=O)[nH]1)Nc1ccccc1-c1ccccc1,-3.1
CN(C(=O)c1nn2c(C(F)(F)F)cc(-c3ccc(Br)cc3)nc2c1Cl)c1ccc(OC(F)(F)F)cc1,11.6
Cc1nc(CNC(=O)CC(c2cccc(O)c2)c2ccccc2Cl)n[nH]1 (stereo not given),-13.9
COc1ccc(Cn2c(SCc3ccc(C(=O)NCc4ccccc4F)cc3)nc3cccnc32)cc1,1.1
C(#Cc1ccccc1)/C=C/c1ccccc1,7.1
CCOC(=O)c1c(-c2ccc(Cl)cc2)csc1NC(=O)CC,7.3
CC(C)CCn1c(CN2CCOCC2)nc2ccccc21,-9.1
O=C(NCc1ccccc1)c1cc(O)cc(O)c1,7.1
CCn1cc(CN2CCC(C3(CC)NC(=O)N(CCc4ccc(OC)cc4)C3=O)CC2)c(C)n1 (stereo not given),-1.2
Cc1ccc(S(=O)(=O)c2n[nH]c(C)n2)cc1,11.3
CC(C)NC(=S)NC(=O)c1cccs1,-0.2
CCCCOc1c(Cl)cc(C(=O)N(Cc2ccc(C)o2)C2CCS(=O)(=O)C2)cc1Cl (stereo not given),-9.4
CN1C(=O)CC(CC(=O)N2CCN(c3ncccn3)CC2)(c2ccc(-c3ccccc3)cc2)C1=O (stereo not given),1.3
COc1ccc(C)cc1NC(=O)N1CCN(S(=O)(=O)c2ccc3c(ccn3C)c2)CC1,-6.5
CCCCOc1ccc(C2C3CN(C)CC=C3C(C#N)C(=N)C2(C#N)C#N)cc1OC (stereo not given),8.2
CSC1=NC(=O)CC(c2sccc2C)C1C#N (stereo not given),-3.4
CC1CN(CC(O)COc2ccc(OCC(O)CN3CC(C)OC(C)C3)cc2)CC(C)O1 (stereo not given),1.0
CCCc1c(O)nc(SC2CC(=O)N(c3ccc(C)c(Cl)c3)C2=O)[nH]c1=O (stereo not given),3.2

# Random excerpt: 2 compounds from above
mol,RBX1-CUL1 inh
CCCCOc1ccc(C2C3CN(C)CC=C3C(C#N)C(=N)C2(C#N)C#N)cc1OC (stereo not given),8.2
CSC1=NC(=O)CC(c2sccc2C)C1C#N (stereo not given),-3.4

# Remaining list, next part
mol,RBX1-CUL1 inh
Nc1ccc(-c2n[nH]c(=S)s2)cc1,7.6
CCNC(=O)Cc1ccc(NC(=O)N2CCCCc3ccccc32)cc1,3.7
COc1ccc2cc(Br)ccc2c1CC(=O)N(C)c1ccccc1,1.4
CCc1ccc(S(=O)(=O)c2nnn3c2nc(NC2CCCCCC2)c2sccc23)cc1,0.4
Cc1ccc(NC(=O)CSc2nnc(C(C)Oc3ccccc3)n2C)c(C)c1 (stereo not given),7.3
O=C(Cc1ccccc1[N+](=O)[O-])NCc1ccc(Cl)cc1,-2.2
O=C1c2ccc(Cl)cc2C(=O)N1c1cc(Cl)ccc1Br,-0.8
CCOC(=O)Cn1nc(C)c(NC(=O)COc2ccccc2)c1C,3.8
Cc1nc(C)c(-c2ccc(SCC(=O)Nc3ccc(Cl)c(Cl)c3)nn2)s1,2.5
O=C1C=C(N2CCc3ccccc32)c2ccccc2C1=O,76.7*
COCCn1c(SCC(=O)Nc2cccc(C)c2C)nc2c(oc3ccccc32)c1=O,-6.7
COC(=O)c1ccccc1NC(=O)NCc1ccc2c(c1)CCN2C(=O)c1ccccc1,-11.5
Cn1nc(C(=O)NCc2ccccc2Cl)c2c1-c1ccccc1S(=O)(=O)C2,3.1
O=C1OCCN1CCNc1ccc(-c2nc(-c3cccc(Cl)c3)no2)cn1,3.8
CCC(=O)N1CCc2cc(Br)cc(S(=O)(=O)CCC(=O)NCCc3ccccc3Cl)c21,-5.7
CC(C)CCSc1nnc2n(-c3ccccc3)c(=O)c3c4c(sc3n12)CC(C)CC4 (stereo not given),3.4&-1.2
Cc1cc(=O)n2nc(N3CCC(C(=O)NCCCOC(C)C)CC3)sc2n1,-3.8
O=S(=O)(Cc1ccc(F)cc1)Nc1ccc(F)cc1F,9.7
C1=Cc2ccsc2Cc2ccccc21,6.2
CCCCc1ccc(NC(=S)N2CCN(Cc3ccc4c(c3)OCO4)CC2)cc1,2.5
CCOc1cc(NC(C)=O)cc(NC(C)=O)c1,3.0
CCc1cccc(-n2c(=O)c3cccnc3n2CC(=O)Nc2c(C)cc(C)cc2C)c1,-0.5
O=C(Nc1c(C(=O)Nc2cccc(C(F)(F)F)c2)oc2ccccc12)c1cc(=O)c2ccccc2o1,5.8
O=C(c1csc2ccccc12)N1CCN(C2CCCCC2)CC1,-4.9

# Brought forward from above: 5 compounds, followed by the next part.
mol,RBX1-CUL1 inh
CCCCc1ccc(NC(=S)N2CCN(Cc3ccc4c(c3)OCO4)CC2)cc1,2.5
CCOc1cc(NC(C)=O)cc(NC(C)=O)c1,3.0
CCc1cccc(-n2c(=O)c3cccnc3n2CC(=O)Nc2c(C)cc(C)cc2C)c1,-0.5
O=C(Nc1c(C(=O)Nc2cccc(C(F)(F)F)c2)oc2ccccc12)c1cc(=O)c2ccccc2o1,5.8
O=C(c1csc2ccccc12)N1CCN(C2CCCCC2)CC1,-4.9
CCOC(=O)c1ccc(N2C(=O)c3n[nH]c(-c4cccs4)c3C2c2ccc(CC)cc2)cc1 (stereo not given),0.9
Cn1cc([N+](=O)[O-])c(C(=O)Nn2cc([N+](=O)[O-])cn2)n1,-0.1
COc1cccc(/C=C/c2nc(C#N)c(N3CCC(C(N)=O)CC3)o2)c1,-2.2
Nc1ccc2nn(-c3ccccc3)nc2c1Br,-7.9
Cc1cccc(CCNC(=O)CCc2c(C)nc3c(-c4ccc(F)cc4)c(C)nn3c2C)c1,-3.1
CC(=O)Oc1ccc(N(C(C)=O)S(=O)(=O)c2ccc(C)cc2C)cc1,6.8
Cc1cccc(-n2ncc(C(=O)Nc3ccc4c(c3)OCO4)c2C2CCN(C(=O)OC(C)(C)C)CC2)c1,-13.2
COc1ccc(C(=O)NCC(=O)N/N=C/c2cc(Br)ccc2OC(=O)c2ccc(Br)cc2)cc1OC,-13.6
O=C(COc1ccccc1Cl)N(Cc1ccco1)Cc1ccco1,-1.8
CC(C)(C)NC(=O)c1cnn2c(C(F)F)cc(-c3ccccc3)nc12,3.0
COc1ccc2c(c1)SC[C@@]1(C)C2=CCC2(C)C(=O)CC[C@]21C (stereo not given in full),9.3
COc1ccc(Cl)cc1NC(=O)N1CCC(CO)(Cc2ccccc2)CC1,-0.1
CCCOC(=O)c1c(NC(=O)Cc2ccc(OC)cc2)sc2c1CCCC2,-18.1
Cc1c(C(=O)N(C)CC(C)C)cnn1-c1ncc2c(n1)-c1ccccc1CC2,-0.2
COc1ccc(N2C(=O)C3C4C=CC(C4)C3C2=O)cc1 (stereo not given),-0.3
COc1ccc(Oc2coc3cc(OC(C)C(=O)OCC(C)C)ccc3c2=O)cc1 (stereo not given),-13.7

# As entered above.
# O=C(COc1ccccc1Cl)N(Cc1ccco1)Cc1ccco1 @ RBX1-CUL1 inh: -1.8
# COc1ccc2c(c1)SC[C@@]1(C)C2=CCC2(C)C(=O)CC[C@]21C (stereo not given in full) @ RBX1-CUL1 inh: 9.3

# Remaining list, next part:
mol,RBX1-CUL1 inh
CCOc1ccc(CN2C(=O)c3ccccc3Sc3ccc(C(=O)NC4CCC(C)CC4)cc32)cc1 (stereo not given),-2.4
COCc1cc(=O)[nH]c(Sc2c(-c3ccccc3Cl)c3ccc(Cl)cc3[nH]c2=O)n1,-1.6
Cc1ccc(-c2ccc(C#N)o2)cc1,8.0
Cc1cccc(CC(=O)NCC2Cc3cc(-c4nc(C)cnc4C)ccc3O2)c1 (stereo not given),-1.8
COc1cc(/C=C2\SC(=S)N(c3cccc(C(F)(F)F)c3)C2=O)ccc1OCC(=O)O,-1.7
C=CCN1CCN(c2ccncc2S(=O)(=O)NC)CC1,-0.2
CC(=O)NNC(=O)c1[nH]c2ccc(Cl)cc2c1-c1ccccc1,-1.3
Cc1cccc(-n2c(SCC(=O)N3CCCC3)nnc2-c2ccncc2)c1,-0.1
COc1ccc(C(=O)COC(=O)CCCC(=O)Nc2cccc(C(F)(F)F)c2)cc1,1.3
Cc1c(C)n2c3c(=O)n(C)c(=O)n(C)c3nc2n1-c1ccccc1,-11.6
CCC(Oc1ccccc1OC)C(=O)N1CCN(c2ccccc2)CC1 (stereo not given),6.9
CSc1nc2sc3c(c2c(=O)[nH]1)CCC3,12.5
CCN(CC)c1ccc(C2C3C(=O)CC(c4ccc(F)cc4)CC3=Nc3ccccc3N2C(=O)CCC(=O)O)cc1 (stereo not given),2.1
CCOc1ccccc1CNC(=O)Cc1ccc(NC(=O)N2CCCCc3ccccc32)cc1,7.3
CCOc1ccc(NC(=O)CSc2nc3ccc(Nc4nc(N5CCOCC5)nc(N5CCOCC5)n4)cc3s2)cc1,-7.6
CCOc1ccc(CCNC(=O)CS(=O)(=O)Cc2nc(-c3cccc(Cl)c3)oc2C)cc1,-0.4
Brc1ccc2onc(-c3cnc4c(c3)COc3ccccc3-4)c2c1,-13.5
O=C(Nc1ncc(Cc2ccc(F)cc2)s1)C1CCCCC1,6.3
FC(F)(F)c1ccccc1N=Cc1cccc(C=Nc2ccccc2C(F)(F)F)c1,-4.8
Cc1ccc(S(=O)(=O)C(CNC(=O)COc2ccc(Cl)cc2)c2ccco2)cc1 (stereo not given),-0.6
CCC1CCCCN1Cc1c(O)ccc2c(=O)c(Oc3ccccc3Cl)c(C(F)(F)F)oc12 (stereo not given),12.2
Cn1c(Cc2ccccc2)nnc1SCC(=O)Nc1ccc(Cl)cc1,-0.7
CCOCc1nnc(NC(=O)c2cccc(NC(=O)C(C)C)c2)s1,-0.4
Cc1nnc(Nc2cccc(O)c2)c2ccccc12,-3.3
CC(=O)N1CCc2cc(Br)cc(S(=O)(=O)N3CCC(C(=O)Nc4cccc(C)c4C)CC3)c21,-5.4
Cc1ccc2oc(=S)n(C)c2c1,1.1
COC(=O)c1ccc(NC(=O)C(=O)NCCc2csc(-c3ccc(F)cc3)n2)cc1,-19.1
COc1ccc(/C=C/c2nc(C#N)c(NCc3ccc(F)cc3)o2)cc1OC,0.4
Cc1cc(OCC(=O)N2CCOCC2)cc(C)c1Cl,5.1
CCCCOc1ccccc1C1CC(=O)Nc2cc(OC)c(OC)cc21 (stereo not given),-10.5
CC(C)=CC(=O)/C=C(/C)c1cccs1,-5.4
Cc1cc(-n2cnnn2)cc(C)c1S(=O)(=O)N1CCCc2ccccc21,12.3
CC(=O)c1c(C)n(-c2cccc(Cl)c2)c2ccc(OC(=O)c3ccccc3)cc12,11.4
COc1cc(OC)c(OC)cc1CN1CCOc2ccc(C(O)C3CCCCC3)cc2C1 (stereo not given),-12.8
N#Cc1c(C(F)(F)F)cc(-c2cccs2)nc1SCC(=O)Nc1cccc(Cl)c1,5.2
COC(=O)c1ccc(NC(=O)CC2C(=O)N(c3cccc(OC)c3)C(=O)N2Cc2cccs2)cc1 (stereo not given),1.5
CC(=O)N1CCN(c2ccccc2NC(=O)c2ccc(-c3ccccc3)cc2)CC1,-2.2
CCOC(=O)C(O)(CC(=O)c1ccc(OC)cc1)C(F)(F)F (stereo not given),1.9
CCOc1ccc(-c2cn3c(n2)sc2cc(C(=O)NC4CCCc5ccccc54)ccc23)cc1 (stereo not given),-3.0
CC(C)C(=O)Nc1ccc(F)c(Cl)c1,0.5
Cc1cccc(NC(=O)C2CCCN(S(=O)(=O)c3cccc4nonc34)C2)c1C (stereo not given),5.8
Cc1cccc(C)c1NC(=O)c1sc2nc3c(cc2c1N)CN(C)CC3,-1.9
O=C(O)[C@@H]1CSC(c2ccc(Cl)cc2Cl)N1 (stereo not given in full),-2.1
OCC#Cc1csc(CNC2CCCN(c3ncccn3)C2)c1 (stereo not given),-6.1
CN1CCN(CCNC(=O)c2cnn(-c3cccc(Cl)c3)c2C2CCN(C(=O)OC(C)(C)C)CC2)CC1,3.1
Cc1cc(=O)oc2cc(OC(=O)c3ccc(Br)o3)ccc12,-0.7
O=C(Nc1ccccc1OCC1CCCO1)c1cccs1 (stereo not given),3.9
Cc1ccc2c(c1)CN(CCNC(=O)C1=CCCC1)CC(C)O2 (stereo not given),11.4
CCc1ccc(-n2nnc(C(=O)Nc3ccccc3C(F)(F)F)c2C)cc1,6.4
c1ccc(C(OCCNC2=NCCN2)c2ccccc2)cc1,2.9
CCOc1ccccc1NC(=O)c1c(NC(=O)C(C)Oc2cccc(Cl)c2)sc2c1CCCCC2 (stereo not given),-1.1
CN(C)c1ccnc2sc3c(Cl)ncnc3c12,-8.0
